# Source: PubChem BioAssay (National Center for Advancing Translational Sciences (NCATS))
# B2AR arrestin – qHTS assay of beta-arrestin-biased ligands of beta2-adrenergic receptor. Potency, µM (highest dose often 46.1 µM), for the others: top-dose activation, usual class: activators. 330,000 compounds, 0.02% hits. beta-arrestin recruitment to beta2AR, cell-based reporter;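 also: potency is read from the fitted curve at half-maximal effect; 0% = DMSO controls and full agonism = EC100 isoproterenol or metaproterenol; nearly all actives have a fitted effect of over 65% in size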
# Target sequence (P07550 whole entry, looked up): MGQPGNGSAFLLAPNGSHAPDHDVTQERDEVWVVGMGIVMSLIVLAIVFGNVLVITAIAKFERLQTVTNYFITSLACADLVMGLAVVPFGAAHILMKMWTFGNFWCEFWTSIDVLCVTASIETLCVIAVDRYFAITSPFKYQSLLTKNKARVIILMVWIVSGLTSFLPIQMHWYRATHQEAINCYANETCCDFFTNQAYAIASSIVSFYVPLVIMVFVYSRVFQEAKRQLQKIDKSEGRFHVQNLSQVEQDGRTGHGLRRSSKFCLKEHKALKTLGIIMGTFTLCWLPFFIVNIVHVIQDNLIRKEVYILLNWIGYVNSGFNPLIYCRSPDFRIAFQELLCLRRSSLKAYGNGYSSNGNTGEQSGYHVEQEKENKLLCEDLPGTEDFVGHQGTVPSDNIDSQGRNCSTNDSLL
# BRCA1 expr up – qHTS Assay to Identify Small Molecule Activators of BRCA1 Expression; MCF7-BRCA1-FFLuc reporter, luminescence, 48 h; response scale: scaled: vehicle 0%, 10 µM genistein 100%; Potency, µM (highest dose often 46.1 µM), without a hit: top-dose activation, usual class: activators; 380,000 compounds, 1.1% hits; AID 624202, 2012; also: potency is read from the fitted curve at half-maximal effect; nearly all actives have a fitted effect of over 80% in size; some results filed as inactive show a strong effect at the top dose
#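 MCF7-BRCA1-FFLuc cells, 2000/well in phenol-red-free MEM, attached 2 h then treated 48 h at 37 C. Luciferase luminescence read 15 min after reagent; normalized to genistein maximum activation (10microM) and DMSO, concentration-response fitted.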
# TRPV1 agonist – HTS Assay for Compounds that Act as Agonists of the Vanilloid Receptor 1; Transient receptor potential cation channel subfamily V member 1 (Homo sapiens), Q8NER1; TRPV1-expressing cells, Fluo-8 calcium influx, agonist mode; activation, % at 8.33 µM; 320,000 compounds, 0.19% hits; AID 540275, 2011; in the data active = activation above about 80%; inconclusive = between about 30% and that limit; also: 0% is about no effect
#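 Cells expressing TRPV1 were dye-loaded with Fluo-8 and read kinetically: 10 s baseline, 3 min after compound (agonist portion), then 2 min after EC20 capsaicin (allosteric enhancer portion). Calcium-bound dye fluorescence at 480/520 nm.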
# a7 integrin act – qHTS for Activators of Integrin-Mediated Alleviation for Muscular Dystrophy; alpha7betagal myoblasts, beta-gal FDG fluorescence, 48 h; Potency, µM (titrated, usually from 38.3 µM), for inactives: at the top dose activation, usual class: activators; 350,000 compounds, 0.064% hits; AID 624291, 2012;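 also: potency is read from the fitted curve at half-maximal effect; 100% = response of the positive control SU9516; nearly all actives have a fitted effect of over 60% in size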
#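 Alpha7betagal+/- myoblasts (passage 13) were plated 16-24 hr, then exposed to compounds (1:260 dilution of DMSO stock) for 48 hours at 37C. After MPER lysis, β-galactosidase reporter activity was read as FDG fluorescence (ex 480/em 540) after 30 minutes.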
# uPA generation – qHTS for Inhibitors of Cell Surface uPA Generation | AID 540303, 2011 | cell surface uPA generation assay, qHTS | 330,000 compounds, 0.31% hits | Potency, µM (series often up to 38.3 µM), for the others: at the highest dose activity change, negative = inhibition, actives largely listed as inhibitors; active = well fitted inhibition curve with a large enough effect; inconclusive = small, poorly fitted or top-dose-only effect; inactive = no such curve, though single readings can be large or run the other way; tested in mouse RAW 264.7 cells; also: potency is read from the fitted curve at half-maximal effect; % is scaled to controls: 0 for no effect and ±100 for the full control effect; nearly all actives have a fitted effect of over 55% in size
# S-ASM inh – Inhibitors of Secretory Acid Sphingomyelinase (S-ASM): qHTS | Potency, µM (highest dose often 57.5 µM), without a hit: top-dose activity change, negative = inhibition, most hits filed as inhibitors | 340,000 compounds, 0.006% hits | placental ASM, HMU-PC fluorogenic substrate, 60 min | Sphingomyelin phosphodiesterase (Homo sapiens), P17405; also: potency is read from the fitted curve at half-maximal effect
#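 Fluorogenic HMU-PC substrate (9 uM final) is turned over by placental ASM in 60 min at 37 C after a 10 min compound preincubation. Reaction ended by alkaline stop (pH 10), with fluorescence read at 386/447 nm.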
# ELG1 genotoxic – qHTS screen for small molecules that induce genotoxicity in human embryonic kidney (HEK293T) cells expressing luciferase-tagged ELG1. HEK293T ELG1-luciferase reporter, luminescence, 16 h. Potency, µM (series often up to 46 µM), for inactives: top-dose activity change, positive = activation, actives largely listed as activators. 330,000 compounds, 1.3% hits. AID 504466, 2011; also: potency is read from the fitted curve at half-maximal effect; % of control where 0% means no effect; nearly all actives have a fitted effect of over 60% in size
#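 Luminescence read-out: rising ELG1-luciferase signal, reflecting elevated ELG1 protein under genetic stress, flags genotoxic compounds. Cells were treated for 16 hr at 37 °C before ONE-Glo detection.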
# PTAP TSG101 blk – qHTS Assay for Iinhibitors of HIV-1 Budding by Blocking the Interaction of PTAP/TSG101. Potency, µM (series often up to 115 µM), for inactives: at the top dose activity change, negative = inhibition, most hits filed as inhibitors. Tumor susceptibility gene 101 protein (Homo sapiens), Q99816. Fluorescence polarization, FITC-PTAP peptide / Tsg101 binding. AID 493005, 2010. 340,000 tested, under 10 active; active = well fitted inhibition curve with a large enough effect in the main read-out, with a control signal flat, not every such curve was filed as active; inconclusive = small, poorly fitted or top-dose-only effect, or effect the other way, or a change in a side signal; inactive = no such curve, though single readings can be large or run the other way; also: potency is read from the fitted curve at half-maximal effect; % of control where 0% means no effect
#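 Compounds were pin-transferred onto Tsg101 binding domain (10 uM final) in HEPES pH 7.5 buffer, then FITC-PTAP peptide was added at 50 nM final. After 20 min at RT, polarization reported peptide displacement across a qHTS concentration series.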
# p53 reactivator – qHTS assay for re-activators of p53 using a Luc reporter; Potency, µM (highest dose often 92.2 µM), inactives show top-dose activity change, positive = activation, most hits filed as activators; H1299 p53-A138V BP100-luciferase reporter, luminescence, 24 h; 320,000 compounds, 0.063% hits; also: potency is read from the fitted curve at half-maximal effect; % of control where 0% means no effect; nearly all actives have a fitted effect of over 45% in size
#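 p53-null H1299 cells stably carrying temperature-sensitive p53-A138V and a BP100-luciferase reporter were pinned with compounds (4-point, 1:5 series) and held 24 hrs at 37 deg C. Luminescence was read 10 min after detection reagent.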
# Eya2 inh – qHTS Assay for Inhibitors of the Phosphatase Activity of Eya2; Potency, µM (doses to about 76.9 µM), inactives show at the top dose activity, negative = inhibition, most hits filed as inhibitors; 330,000 compounds, 0.006% hits; AID 488837, 2010; Protein phosphatase EYA2 (Homo sapiens), O00167; recombinant Eya2, OMFP fluorescence dephosphorylation (OMFP is methylfluorescein phosphate); also: potency is read from the fitted curve at half-maximal effect; % is scaled to controls: 0 for no effect and ±100 for the full control effect
#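 Eya2 protein (added as 0.2 uM solution) was preincubated with compound for 10 min at ambient temperature in 50 mM HEPES pH 7.5, 50 mM NaCl, 5 uM MgCl2, 0.05% BSA, 1 mM DTT. OMFP (added at 50 uM) then reacted 10 min; fluorescence read at 485/525 nm.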
# USP2a block – qHTS Assay for Inhibitors of Ubiquitin-specific Protease USP2a Using CHOP2 as the Reporter; USP2 core, Ub-CHOP2 coupled fluorogenic reporter, 485/531; Potency, µM (doses to about 38.3 µM), inactives show top-dose activity change, negative = inhibition, hits mostly inhibitors; 330,000 compounds, 0.01% hits; AID 463254, 2010;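 also: potency is read from the fitted curve at half-maximal effect; plate controls were DMSO wells for no effect and full inhibition by NEM control for full effect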
# Target sequence (O75604 whole entry, looked up): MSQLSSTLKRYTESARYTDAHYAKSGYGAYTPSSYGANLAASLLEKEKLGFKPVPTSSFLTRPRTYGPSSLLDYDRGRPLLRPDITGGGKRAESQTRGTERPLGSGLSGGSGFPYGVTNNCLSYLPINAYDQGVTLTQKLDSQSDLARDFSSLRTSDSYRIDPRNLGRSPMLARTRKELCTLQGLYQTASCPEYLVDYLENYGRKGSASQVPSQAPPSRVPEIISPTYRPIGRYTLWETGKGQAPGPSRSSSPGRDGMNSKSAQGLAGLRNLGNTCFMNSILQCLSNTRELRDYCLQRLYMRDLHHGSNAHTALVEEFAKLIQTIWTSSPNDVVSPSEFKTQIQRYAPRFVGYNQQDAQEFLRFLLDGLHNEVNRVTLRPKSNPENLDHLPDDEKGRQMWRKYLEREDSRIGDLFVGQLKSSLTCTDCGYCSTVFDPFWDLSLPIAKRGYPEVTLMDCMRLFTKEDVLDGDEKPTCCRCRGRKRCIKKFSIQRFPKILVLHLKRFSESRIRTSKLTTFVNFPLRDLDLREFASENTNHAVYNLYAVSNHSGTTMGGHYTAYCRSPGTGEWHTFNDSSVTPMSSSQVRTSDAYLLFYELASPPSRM
#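 Cell-free coupled assay: 10nM USP2 core preincubated 30min RT with compound in Tris-HCl pH 8.0/CaCl2/CHAPS buffer, then 25nM Ub-CHOP2 and 25nM reporter substrate; fluorescence (Ex 485/Em 531) read after 60min RT, normalized to NEM inhibition, concentration-response curves fitted.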
# Numbers without * were called inactive; ? = inconclusive; / = not tested or not shown; [ ] = dose if it differs, or a comment. Unless noted, calls follow the shape of the dose curve; as a rule, active = well fitted curve in the direction sought with a large enough effect; inconclusive = small, poorly fitted or top-dose-only effect, or another doubt; inactive = no such curve, though single readings can be large; an effect the other way counts as inactive or inconclusive.
smiles	B2AR arrestin	BRCA1 expr up	TRPV1 agonist	a7 integrin act	uPA generation	S-ASM inh	ELG1 genotoxic	PTAP TSG101 blk	p53 reactivator	Eya2 inh	USP2a block
Cc1cc2cc(C(=O)N3CCc4c([nH]c5ccccc45)C3c3ccccn3)ccc2o1 (centres undefined)	4.2%	-25%	5	7%	7%	?	-8%	-2%	1%	-1%	-10%
CC(C)NC(=O)CSc1ccccc1C(=O)N1CCN(S(=O)(=O)/C=C/c2ccccc2)CC1	-1.0%	-7%	-1	-33%	-3%	-3%	-2%	-8%	-1%	15%	0%
Cc1ccc(S(=O)(=O)N(C)C)cc1NC(=O)c1n[nH]c(=O)c2ccccc12	0.2%	3%	0	-13%	21%	-1%	-4%	-14%	-1%	0%	-18%
O=C1CSC(c2ccc(Cl)cc2)N1c1cccnc1 (centres undefined)	0.2%	3%	-2	0%	-21%	2%	0%	-4%	-2%	-3%	4%
COC(=O)c1ccc(NC(=O)COc2coc(CN3CCc4ccccc43)cc2=O)cc1	0.2%	-27%	0	-17%	-9%	1%	5%	1%	-6%	-1%	1%
O=C(C1CC1)N1CCCN(C(=O)C2CC2)CC1	-0.6%	-25%	-1	16%	0%	3%	0%	-11%	2%	-1%	1%
Cc1ccc(-n2c(-c3ccccc3)n[nH]c2=S)c(C)c1	0.5%	12%	2	?	26%	-1%	-1%	-10%	5%	9%	-1%
O=C(NCC1CCNCC1)c1ccncc1	0.1%	3%	0	-12%	-3%	3%	1%	-1%	-1%	4%	4%
CCOc1ccc(N(CC(=O)OC)S(=O)(=O)c2ccc(OC)c(OC)c2)cc1	0.5%	3%	3	1%	-1%	1%	-4%	-2%	-8%	-7%	-1%
COCCNC(=O)c1cccc(OC2CCN(Cc3ccc(C(C)C)cc3)CC2)c1	-0.1%	2%	23	-44%[inhibitor]	-2%	0%	-8%	-2%	/	-3%	0%
Cc1c(CN2CCC(CO)(CCOc3ccccc3)CC2)[nH]c2ccc(Cl)cc12	-0.8%	-58%	4	-65%[inhibitor]	4%	-13%	-5%	-2%	-2%	-18%	-6%
O=C(CSc1ccc(Cl)cc1)N1CCN(c2ncc(C(F)(F)F)cc2Cl)CC1	-0.2%	-51%	?	7%	/	-14%	-7%	-4%	-6%	-32%	-5%
COc1ccc(N(CC(=O)NCc2cccnc2)S(=O)(=O)c2c(C)nn(C)c2C)cc1	0.0%	-7%	/	22%	-2%	0%	-4%	-3%	-6%	9%	7%
Cn1c(=O)c2c(nc(OCc3ccc4c(c3)OCO4)n2Cc2ccccc2Cl)n(C)c1=O	0.7%	15%	0	-16%	0%	-1%	1%	1%	1%	-11%	0%
Cc1ccc(N/C(=C\C(=O)c2ccccc2)C(=O)O)cc1	-0.3%	?	8	10%	0%	-12%	?	-9%	6%	-3%	-2%
OCCN1CCN(Cc2ccc3ccccc3c2)CC1	0.2%	0%	0	-26%	9%	-1%	-5%	-8%	3%	7%	-5%
COc1cc(C)c(C)cc1S(=O)(=O)N1CCCc2ccccc21	-1.0%	1%	6	28%	?	-2%	-4%	1%	/	-9%	2%
COc1cc(C)c(C(=O)CC(=O)c2c(C)cc(OC)cc2C)c(C)c1	/	-86%	/	-36%	-10%	-2%	/	-4%	/	/	/
COc1ccc(S(=O)(=O)N2CCN(Cc3cc(OC)c(OC)c(OC)c3)CC2)cc1	-0.6%	-15%	-4	4%	-2%	5%	1%	1%	-11%	5%	0%
CCOC(=O)[C@H]1[C@H]2COc3ccc(C)cc3[C@@H]2N2C(=O)CN(Cc3ccc(F)cc3)C(=O)[C@@]12C	-0.1%	-10%	?	-11%	2%	7%	-1%	-2%	-10%	-14%	-1%
O=C(NNc1cc(N2CCOCC2)nc(N2CCOCC2)n1)c1ccc(Cl)cc1Cl	-0.4%	-26%	14	-34%	-1%	-1%	-3%	-5%	0%	-7%	0%
O=C(c1ccc(CS(=O)(=O)Cc2ccccc2)cc1)N1CCCCC1	-0.8%	0%	-5	11%	-7%	-1%	-5%	-1%	-4%	3%	-1%
Cc1ccc(NC(=O)c2ccc(S(=O)(=O)NCC3CCCO3)cc2)cc1C (centres undefined)	0.0%	-23%	?	10%	3%	-2%	-4%	-4%	-1%	-3%	0%
CC(C)N(C(=O)COC(=O)CNS(=O)(=O)c1ccccc1F)c1ccccc1	-0.1%	-7%	1	1%	15%	1%	-3%	-1%	6%	0%	4%
Cc1cc(C)n(C(=O)/C(C#N)=C/N(C)C)n1	0.0%	-1%	-3	3%	-1%	1%	1%	0%	2%	-2%	-1%
O=C(C(=O)N1CCN(c2ccccc2F)CC1)c1c[nH]c2ccccc12	0.1%	5%	13	40%	4%	-3%	0%	0%	1%	-9%	-7%
CNC(=O)c1ccsc1NC(=O)c1ccc(S(=O)(=O)N2CCOCC2)cc1	-0.8%	-1%	-3	22%	-1%	-2%	-4%	-4%	-3%	7%	2%
Cc1ccc(NC(=O)Cn2nnc3ccccc3c2=O)cc1	-0.1%	79%	-8	-28%	-1%	0%	-10%	-6%	11%	3%	0%
COc1ccccc1NC(=O)C1=C(C)NC(=O)NC1c1ccc(C)cc1 (centres undefined)	0.0%	-10%	?	14%	-5%	2%	-6%	-6%	-8%	4%	0%
NC(=O)c1ccsc1NC(=O)C1CCN(S(=O)(=O)c2cccs2)CC1	0.2%	-2%	0	31%	6%	1%	-5%	-3%	1%	22%	3%
Cc1cc(F)ccc1S(=O)(=O)N1CCCOC1CNC(=O)C(=O)NCC(C)C (centres undefined)	0.1%	-20%	-1	3%	10%	2%	5%	0%	-13%	9%	-2%
C=CCN1C(=O)/C(=c2\sc3nc(=O)c(Cc4ccccc4)nn3c2=O)c2ccccc21	0.0%	-38%	1	-2%	-5%	3%	-6%	-1%	-4%	2%	0%
NC(=O)c1ccccc1OCC(=O)O	-0.2%	3%	3	-17%	3%	0%	1%	-2%	2%	15%	0%
FC(F)(F)c1ccc(C2[C@H]3CN(Cc4cccnc4)[C@H](c4ccccc4)C34CC2(c2cccnc2)C4)cc1 (some centres undefined)	-0.5%	-67%	5	-28%	?	6%	-6%	/	-12%	3%	-6%
O=C(NCc1cc(C(F)(F)F)cc(C(F)(F)F)c1)C1CC(c2ccc(C(F)(F)F)cc2)=NO1 (centres undefined)	/	-41%	/	4%	7%	-4%	/	0%	/	/	/
CSc1nc(=O)n2cccc(C)c2n1	0.4%	-3%	/	20%[7.66 µM]	/	4%	0%	-12%	2%	-5%	0%
CCN(CC)S(=O)(=O)c1cccc(NC(=O)CC2CCCC2)c1	-0.3%	-23%	4	-6%	3%	-1%	-29%	-3%	0%	17%	-1%
COc1cccc(OCC(O)CN2CCOCC2)c1 (centres undefined)	-0.2%	1%	-1	1%	0%	-1%	-4%	-1%	14%	-14%	-1%
O=C(CSc1nnc(-c2cccs2)o1)N1CCCCC1	-0.3%	?	?	-1%	-23%	0%	9.2µM*	-2%	?	12%	1%
CSc1ncc(Cl)c(C(=O)C(C#N)c2nc3c(C)cc(C)cc3c(=O)[nH]2)n1 (centres undefined)	0.0%	-48%	0	25%	-4%	6%	-6%	-6%	7%	-18%	2%
CCC1CCCCN1c1nc(-c2ccncc2)nc2ccccc12 (centres undefined)	-0.1%	-78%	?	-8%	/	0%	-6%	-6%	-1%	-4%	-1%
O=C(CSc1nc(-c2cccs2)cc(C(F)(F)F)n1)NCc1ccccc1	0.3%	-49%	?	-41%[inhibitor]	/	1%	-6%	-4%	-1%	-21%	-4%
Nn1c(SCC(=O)Nc2nccs2)nnc1-c1ccco1	-0.1%	-8%	-4	0%	1%	7%	0%	0%	3%	0%	3%
O=C(NCc1nnc(SCC(=O)N2CCN(c3ccccc3)CC2)o1)c1c(F)cccc1Cl	-0.7%	-13%	-3	12%	-4%	6%	-3%	-3%	/	-7%	2%
